Screening data (PubChem)
GSK3beta inhib: inhibitors of human GSK3beta kinase; GST-GSK3beta kinase, ADP-Glo luminescence, 60 min; stronger effect = lower value; activity score (negative = inhibition), % at 10 µM; 0.038% of 300,000 active; AID 2097; P49841;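 active = more than half of replicate wells score below -50%, meaning over 50% inhibition versus plate controls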;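 also: 0% = median DMSO wells and -100% = median GW8510 positive control wells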
Target sequence (P49841 whole entry, looked up): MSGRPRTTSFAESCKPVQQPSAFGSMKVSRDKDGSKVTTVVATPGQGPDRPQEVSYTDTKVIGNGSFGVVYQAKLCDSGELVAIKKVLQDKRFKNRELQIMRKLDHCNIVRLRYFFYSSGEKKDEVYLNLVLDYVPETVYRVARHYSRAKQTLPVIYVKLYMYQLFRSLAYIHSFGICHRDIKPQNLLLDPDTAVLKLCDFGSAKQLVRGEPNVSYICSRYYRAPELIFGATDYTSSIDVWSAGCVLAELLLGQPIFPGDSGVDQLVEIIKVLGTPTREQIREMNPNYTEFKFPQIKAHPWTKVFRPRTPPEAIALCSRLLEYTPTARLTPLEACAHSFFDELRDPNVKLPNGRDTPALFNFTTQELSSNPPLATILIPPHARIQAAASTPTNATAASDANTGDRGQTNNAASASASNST
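Assay system: GST-tagged human GSK3beta kinase, cell-free; Input: 1.6 ng GSK3beta; Medium: Tris/MgCl2 kinase buffer; Timing: 60 min enzyme reaction, room temperature; Signal: ADP-Glo luminescence quantifying ADP generated by kinase; Evaluation: score relative to plate controls; Benchmarks: DMSO neutral wells and GW8510 at 20 µM as positive.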
PolyA inhibitor: blocks polyadenylation in yeast reporter cells; calls only at 12 µM; 0.02% of 300,000 active; S. cerevisiae SKY197-pL101 polyadenylation reporter, beta-gal luminescence; efflux-impaired pdr1/pdr3 knockout yeast; score 100 = 6 SD above DMSO;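 active = lowest replicate activity score at least 50, where 100 means six control SD above control mean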;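 also: yeast exposed to compound for 9 h at 30 °C; higher score means more reporter readthrough which indicates perturbed polyadenylation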
hERG rescue: compounds protecting human hERG from proarrhythmic drug block | CHO-hERG, FluxOR thallium flux, dofetilide IC70 present | activation (rescue from dofetilide block), less the hit threshold, % at 10 µM | 0.51% of 310,000 active | AID 1511;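 active = activation above the mean of controls blocked by dofetilide plus 5 SD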;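 also: thallium influx through hERG after potassium depolarization seen as dye fluorescence rise; in these data hits start at about 4.7%; inactives centre near -7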
KCNQ1 inh: inhibitors of human KCNQ1 potassium channel. P51787. CHO-K1 KCNQ1, FluxOR thallium flux fluorescence; stronger effect = higher value. B-score at 10 µM. 1.3% of 310,000 active. AID 2642;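 active = compounds whose thallium flux B-score, printed positive for inhibition, exceeds three library SD while starting fluorescence stays within three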;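 also: channel opened by potassium depolarization with thallium stimulus after 20 min compound exposure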
KCNK3 inh: human KCNK3 channel inhibition, primary screen | 0.84% of 340,000 active | O14649 | AID 602410 | B-score at 10 µM | CHO-KCNK3 thallium flux, FluxOR fluorescence; stronger effect = lower value;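 active = B-score under library mean minus 4 SD, starting fluorescence ratio at most library mean plus 5 SD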;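 also: more negative B-score means stronger inhibition of thallium flux through KCNK3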
KCNK9 block: human KCNK9 channel inhibition; 1.2% of 310,000 active; B-score at 10 µM; HEK293 KCNK9, FluxOR thallium flux fluorescence; stronger effect = lower value; Q9NPC2;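 active = ratio B-score over 3 SD below the library mean, with starting fluorescence within 5 SD of its mean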;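 also: negative B-score means less thallium flux so channel inhibition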
Target sequence (Q9NPC2 whole entry, looked up): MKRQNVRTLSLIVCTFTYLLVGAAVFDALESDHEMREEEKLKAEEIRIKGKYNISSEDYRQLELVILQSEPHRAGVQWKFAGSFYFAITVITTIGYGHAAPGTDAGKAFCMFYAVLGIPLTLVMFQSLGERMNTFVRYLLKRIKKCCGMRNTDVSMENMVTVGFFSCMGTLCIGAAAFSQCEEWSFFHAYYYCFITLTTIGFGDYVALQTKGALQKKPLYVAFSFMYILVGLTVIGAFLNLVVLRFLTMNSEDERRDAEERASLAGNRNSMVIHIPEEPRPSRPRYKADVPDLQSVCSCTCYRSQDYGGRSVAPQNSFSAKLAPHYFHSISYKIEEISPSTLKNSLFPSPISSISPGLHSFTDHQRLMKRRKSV
RGS4 inh: human RGS4 inhibition. P49798. HEK293 M3R/RGS4 inducible, Fluo-4 calcium flux; stronger effect = higher value; triggered by carbachol at its EC20. B-score at 10 µM. 0.45% of 310,000 active;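 active = B-score, a plate-corrected calcium signal, over three deviations above library mean, with baseline fluorescence within five deviations of library mean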;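 also: RGS4 expression induced by doxycycline in cells with stable M3 receptor; B-score is computed from the integrated fluorescence ratio over baseline after carbachol; higher B-score means a larger calcium signal and so more RGS4 inhibition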
Target sequence (P49798 whole entry, looked up): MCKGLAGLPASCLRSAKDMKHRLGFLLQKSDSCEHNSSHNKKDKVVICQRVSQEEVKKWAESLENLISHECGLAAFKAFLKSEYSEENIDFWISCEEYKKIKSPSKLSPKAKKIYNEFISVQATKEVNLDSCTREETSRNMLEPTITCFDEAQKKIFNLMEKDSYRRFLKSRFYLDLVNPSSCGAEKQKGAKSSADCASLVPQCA
DYRK1A inh: blocks rat Dyrk1A kinase activity; ADP-Glo luminescence, NFATc1 peptide; inhibition, % at 12.5 µM; AID 504441; 0.43% of 310,000 active; in the data active = inhibition above about 50%;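 also: plate controls were vehicle with enzyme for no effect and no enzyme for full effect; many of its hits are not listed in these tables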
RGS4 pot: RGS4 potentiation or activation; HEK293 M3R/inducible RGS4, carbachol calcium flux Fluo4; stronger effect = lower value; B-score at 10 µM; 0.92% of 310,000 active; AID 463111;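 active = B-score of the integrated calcium signal more than 4 SD below the library mean, with starting fluorescence not abnormally high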;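 also: negative B-score means reduced calcium response which marks RGS4 activation or potentiation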
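Assay system: HEK293 FlpIn-TREx cells, stable M3R, doxycycline-inducible RGS4 / Probe or stimulus: carbachol, ECmax concentration / Times: overnight RGS4 induction, 30 min dye load 37 °C, 20 min compound RT / Signal: kinetic calcium fluorescence imaging with Fluo4-AM dye, 2 µM / Measure: Agonist-evoked peak-minus-minimum fluorescence over baseline, integrated ratio, B score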
KCNQ1 pot: potentiators or activators of human KCNQ1 potassium channel; P51787; CHO-K1 KCNQ1, thallium flux FluxOR fluorescence; stronger effect = higher value; B-score at 10 µM; 0.35% of 310,000 active;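 active = fluorescence ratio B-score, a plate-corrected score, at least three library SD, with initial intensity B-score within 5 SD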
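assay system = CHO-K1 cells stably expressing KCNQ1 | medium = assay buffer, equal DMSO in all wells | timing = 37 °C overnight plating, 90-min dark dye load, 20-min compound pretreatment | measured by = kinetic FluxOR thallium fluorescence, 10-s 1-Hz baseline, 110-s post-stimulus read | measure = fluorescence change relative to baseline, converted to B score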
GSK3 alpha inh: inhibitors of human GSK-3 alpha kinase | P49840 | ADP-Glo luminescence, 60 min | inhibition, % at 10 µM | 0.1% of 320,000 active | AID 2650;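 in the data active = inhibition above about 50%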;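 also: GST-tagged GSK-3 alpha with peptide substrate and 25 µM ATP; 0% = DMSO neutral wells and 100% = GW8510 positive control wells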
* marks the source's active call; other numbers are inactive results; i = inactive; / = no result given.

Below each compound: RGS4 pot	KCNQ1 inh	KCNK3 inh	KCNQ1 pot	KCNK9 block	GSK3beta inhib	RGS4 inh	hERG rescue	PolyA inhibitor	GSK3 alpha inh	DYRK1A inh
O=C(CC1C(=O)NCCN1Cc1ccccn1)NCCc1ccccc1F (configuration not stated)
→ i	i	i	i	i	3	i	-7	i	0	3
Cc1cccc(C)c1NC(=O)CN(C)S(=O)(=O)c1ccc(-c2ccc(=O)[nH]n2)s1
→ i	i	i	i	i	2	i	-6	i	1	-5
O=C(NCc1cccs1)C1CCCN1C(=O)Nc1ccccc1 (configuration not stated)
→ i	i	i	i	i	0	i	-8	i	1	-11
O=C(COc1ccccc1Cl)NCc1ccccc1
→ i	i	i	i	i	4	i	-4	i	-2	-5
O=C(Cn1cnc2c(nnn2Cc2ccccc2)c1=O)N1CCCc2ccccc21
→ i	i	i	i	i	-5	i	-10	i	-1	-4
CC(C)c1nnc(NC(=O)C2CCCN2C(=O)Nc2ccccc2[N+](=O)[O-])s1 (configuration not stated)
→ i	i	i	i	i	-4	i	-9	i	-1	-10
CCCN(CCC)CCCNC(=S)Nc1ccc2nc(N3CCN(CC)CC3)cc(C)c2c1
→ i	i	i	i	i	0	i	-19	i	1	0
COc1ccc(OC)c(-c2csc(NC(=O)Cc3ccc(F)cc3)n2)c1
→ i	i	-11*	i	i	0	i	-3	i	-1	0
Cc1cccc(NC(=O)Cn2c(C)c(C#N)c3ccccc32)c1C
→ i	i	i	i	i	-1	i	-11	i	-3	-3
CCc1nc(NCCN2CCOCC2)c2oc3ccccc3c2n1
→ i	i	i	i	i	0	i	-3	i	-3	2
O=C(N=C1c2ccccc2CN1c1ccccc1)c1cccc([N+](=O)[O-])c1
→ i	i	i	i	i	2	i	-14	i	0	-3
CCn1c(CC(=O)Nc2ccccc2)nnc1SCC(=O)Nc1nncs1
→ i	i	i	i	i	-3	i	-4	i	-2	-8
COc1ccc(C)c2sc(=NC(=O)c3cccc(N4C(=O)CCC4=O)c3)n(C)c12
→ i	i	i	i	i	3	i	-10	i	-2	-8
Cc1ccc(/C=N\NC(=O)C2CC(=O)N(c3ccccc3)C2)o1 (configuration not stated)
→ i	i	i	i	i	-3	i	-3	i	-1	/
S=C(Nc1ccc2c(c1)OCO2)Nc1ccc2c(c1)OCO2
→ i	i	i	i	i	1	i	-1	i	-6	-5
Cc1nc(Cl)c2c(n1)NC1=C(O2)C(=O)CCC1
→ i	i	i	i	i	1	i	-34	i	7	4
Cc1ccc(NC(=O)CNc2ccccc2CN(C)C2CCCCC2)cc1
→ i	i	i	i	i	-3	i	-11	i	-1	0
O=C(O)c1nn(CC(=O)N2CCN(S(=O)(=O)c3ccc(Cl)cc3)CC2)c(=O)c2ccccc12
→ i	i	i	i	i	-6	i	-7	i	-1	7
O=C(O)c1ccc2c(c1)C(=O)N(CCc1ccccc1)C2=O
→ i	i	i	i	i	-7	i	-4	i	/	11
CC(C)=CC(=O)OCC(=O)Nc1cc(C)ccc1C
→ i	i	i	i	i	0	i	-3	i	-4	-8
CC(=O)NC1C2CN3CCN(C2)CC1(Cc1ccccc1)C3 (configuration not stated)
→ i	i	i	i	i	1	i	-12	i	/	2
N#Cc1c(NC(=O)CSc2nnc(-c3ccncc3)n2CC2CCCO2)sc2c1CCCC2 (configuration not stated)
→ i	i	i	i	i	1	i	-6	i	8	9
O=C1CCC(C(=O)N2CCCO2)CN1Cc1cccc(C(F)(F)F)c1 (configuration not stated)
→ i	i	i	i	i	-1	i	-5	i	/	-2
O=C(O)c1ccccc1Nc1ccc([N+](=O)[O-])cc1
→ i	i	i	i	i	4	i	-4	i	-1	-4
O=C1c2ccccc2C(=O)N1CCCCN(C(=O)c1cc2ccccc2oc1=O)c1ccc(Cl)cc1
→ i	i	i	i	i	-4	i	-5	i	-1	/
O=C(O)C1CCCN1S(=O)(=O)c1cccc2nsnc12 (configuration not stated)
→ i	i	i	i	i	-2	i	-7	i	0	3
CC(=O)c1cccc(NC(=O)Cc2coc3cc4c(cc23)CCC4)c1
→ i	i	i	i	i	-1	i	-10	i	-2	-2
COc1cc(-c2nc3ccccn3c2/N=C/c2cc(OC)c(O)cc2Cl)ccc1O
→ i	i	i	i	i	2	i	-13	i	7	11
NC(=O)c1ccsc1NC(=O)COc1ccccc1
→ i	i	i	i	i	1	i	0	i	3	-2
CC(=O)N1C2CCCCC2S[C@H]2CCCCC21 (some centres not stated)
→ i	i	i	i	i	-8	i	-9	i	-1	0

Next part.
Below each compound: RGS4 pot	KCNQ1 inh	KCNK3 inh	KCNQ1 pot	KCNK9 block	GSK3beta inhib	RGS4 inh	hERG rescue	PolyA inhibitor	GSK3 alpha inh	DYRK1A inh
Cc1ccc(S(=O)(=O)NCC(C)n2cncn2)cc1C (configuration not stated)
→ i	i	i	i	i	-1	i	-4	i	-1	-6
Cc1ccc(N2C(=O)CC(c3c[nH]c4ccccc34)C2=O)cc1 (configuration not stated)
→ i	i	i	i	i	-4	i	-10	i	-1	-1
COc1ccccc1NC(=O)N1CCCC1C(=O)NCc1ccc2c(c1)OCO2 (configuration not stated)
→ i	i	i	i	i	0	i	-7	i	7	13
O=C(CN1C(=O)C2CCCCC2C1=O)Nc1cc(C(F)(F)F)ccc1N1CCCC1 (configuration not stated)
→ i	i	i	i	i	2	i	-10	i	0	0
COc1ccc(-c2noc(N3CCC(C(=O)NCc4ccc(Cl)cc4)CC3)n2)cc1
→ i	i	i	i	i	2	i	-6	i	-2	1
CCCCn1c(N)c(N(CCOC)C(=O)CN(C)S(=O)(=O)c2ccc(C)cc2)c(=O)[nH]c1=O
→ i	i	i	i	i	0	i	-15	i	0	15
O=C(Nc1ccc(S(=O)(=O)Nc2ncccn2)cc1)C12CC3CC(CC(C3)C1)C2
→ i	i	i	i	i	-4	i	-9	i	1	4
O=C(c1ccc(S(=O)(=O)NCC2CCCO2)cc1)N1CCN(c2cccc(Cl)c2)CC1 (configuration not stated)
→ i	i	i	i	i	-1	i	-29	i	/	-4
COc1ccc(CCc2nnc(CCC(=O)NCc3cnc4ccccn34)o2)cc1
→ i	i	i	i	i	2	i	-6	i	-3	2
Cc1ccc(S(=O)(=O)N2CCCCC2)cc1NC(=O)c1ccc2c(c1)OCO2
→ i	i	i	i	i	0	i	-7	i	-5	-4
C=CCNC(=O)NC(=O)COC(=O)[C@H](C)NS(=O)(=O)c1c(C)c(C)cc(C)c1C
→ i	i	i	i	i	2	i	-12	i	0	1
OCC(O)C(O)C(O)C(O)C1NCCS1 (configuration not stated)
→ i	i	i	i	i	-1	i	-7	i	-3	-2
CCO/C=N/c1c(C#N)c2c(c(=S)n1C)COC(C)(C)C2
→ i	i	i	i	i	1	i	-7	i	-1	-3
Cc1c(Cl)cccc1NCC(=O)Nc1ccc(Cl)cc1F
→ i	i	i	i	i	1	i	-21	i	0	6
CSc1nnc2c(n1)OC=Nc1ccccc1-2
→ i	i	i	i	i	2	i	-4	i	0	-8
CC1CCCC(NC(=O)C2CCN(S(=O)(=O)N3CCCCC3)CC2)C1C (configuration not stated)
→ i	i	i	i	i	0	i	-3	i	-1	3
Cc1ccnc(SCc2cc(=O)c(OC(=O)c3cccs3)co2)n1
→ i	i	i	i	i	-3	i	-10	i	0	3
Cn1c(=O)c2c(nc(CN3CCN(C(c4ccccc4)c4ccccc4)CC3)n2CC(N)=O)n(C)c1=O
→ i	i	i	i	i	-4	i	-7	i	-2	1
Cc1cc(NS(=O)(=O)c2ccc(NC(=O)NC3CCCCC3)cc2)no1
→ i	i	i	i	i	-1	i	-10	i	1	/
CCNC(=S)N1CCN(c2ccccn2)CC1
→ i	i	i	i	i	-3	i	-5	i	2	-1
CC1CN(C(=O)COc2ccc3ccccc3c2Br)CC(C)O1 (configuration not stated)
→ i	i	i	i	i	1	i	-1	i	0	/
CCOc1ccccc1NC(=O)COC(=O)Cc1cccs1
→ i	i	i	i	i	1	i	-10	i	1	-1
Cc1ccc(C(CC(=O)NCCCN(C)C)c2ccc(OC(C)C)cc2)cc1 (configuration not stated)
→ i	i	i	i	i	-3	i	-3	i	-2	-4
COc1ccccc1NC(=O)c1ccc(N)cc1
→ i	i	i	i	i	1	i	0	i	-2	/
CC(C)OCc1c(C(=O)Nc2nccs2)oc2ccccc12
→ i	i	i	i	i	3	i	-12	i	-3	/
CCCNC(=S)Nc1cccc(C(F)(F)F)c1
→ i	i	i	i	i	0	i	-8	i	-2	5
CCOC(=O)C1Nc2ccccc2C2C(O)C(O)CC12 (configuration not stated)
→ i	i	i	i	i	0	i	-8	i	4	14
O=C(Nc1ccc(F)cc1)C1CCCCC1
→ i	i	i	i	i	0	i	-10	i	5	3
CCC(=O)Nc1ccc2nc(SCC(=O)N3CCCC3)sc2c1
→ i	i	i	i	i	2	i	-7	i	-2	17
CC(=O)Nc1cc(NC(C)=O)cc(C(=O)OCC(=O)c2ccc3c(c2)OCO3)c1
→ i	i	i	i	i	-7	i	-14	i	0	8
COc1cc(/C=C2\NC(=S)NC2=O)ccc1OCc1cccc(C(=O)O)c1
→ i	i	i	i	i	-4	i	-4	i	1	/

Not all compounds are listed (hit frequency here may not be typical).
